# SKN-1 block – blocks SKN-1 activity in C. elegans | 0.49% of 360,000 active | C. elegans VP596 Pgst-4::GFP/RFP ratio, acrylamide-induced, 24 h | inhibition, % at 21.8 µM;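 active = interference check ratio from 0.5 to 1.5 plus GFP to RFP signal ratio inhibition reaching or exceeding a fixed threshold, cut at about 30% in these data, passing the limit was not always enough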; also: some compounds called inactive have numbers as strong as hits
# MLLE-PAM2 inh – inhibitors of microRNA-mediated deadenylation, human PABP1 MLLE binding; GST-MLLE / FITC-PAM2 fluorescence polarization; inhibition, % at 20 µM; 0.36% of 360,000 active; in the data active = inhibition above about 35%, passing the limit was not always enough;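 also: plate controls were DMSO wells with GST-MLLE for no effect and wells lacking GST-MLLE protein for full effect; some results filed as inactive read as strong as hits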
# Rin1 Abl inh – blocks binding of human Rin1 to Abl | inhibition, % at 7.35 µM | 0.4% of 360,000 active | P00519+Q13671 | TR-FRET Rin1/Abl binding, biochemical; in the data active = inhibition above about 5%, passing the limit was not always enough
# Target sequence (P00519 whole entry, looked up): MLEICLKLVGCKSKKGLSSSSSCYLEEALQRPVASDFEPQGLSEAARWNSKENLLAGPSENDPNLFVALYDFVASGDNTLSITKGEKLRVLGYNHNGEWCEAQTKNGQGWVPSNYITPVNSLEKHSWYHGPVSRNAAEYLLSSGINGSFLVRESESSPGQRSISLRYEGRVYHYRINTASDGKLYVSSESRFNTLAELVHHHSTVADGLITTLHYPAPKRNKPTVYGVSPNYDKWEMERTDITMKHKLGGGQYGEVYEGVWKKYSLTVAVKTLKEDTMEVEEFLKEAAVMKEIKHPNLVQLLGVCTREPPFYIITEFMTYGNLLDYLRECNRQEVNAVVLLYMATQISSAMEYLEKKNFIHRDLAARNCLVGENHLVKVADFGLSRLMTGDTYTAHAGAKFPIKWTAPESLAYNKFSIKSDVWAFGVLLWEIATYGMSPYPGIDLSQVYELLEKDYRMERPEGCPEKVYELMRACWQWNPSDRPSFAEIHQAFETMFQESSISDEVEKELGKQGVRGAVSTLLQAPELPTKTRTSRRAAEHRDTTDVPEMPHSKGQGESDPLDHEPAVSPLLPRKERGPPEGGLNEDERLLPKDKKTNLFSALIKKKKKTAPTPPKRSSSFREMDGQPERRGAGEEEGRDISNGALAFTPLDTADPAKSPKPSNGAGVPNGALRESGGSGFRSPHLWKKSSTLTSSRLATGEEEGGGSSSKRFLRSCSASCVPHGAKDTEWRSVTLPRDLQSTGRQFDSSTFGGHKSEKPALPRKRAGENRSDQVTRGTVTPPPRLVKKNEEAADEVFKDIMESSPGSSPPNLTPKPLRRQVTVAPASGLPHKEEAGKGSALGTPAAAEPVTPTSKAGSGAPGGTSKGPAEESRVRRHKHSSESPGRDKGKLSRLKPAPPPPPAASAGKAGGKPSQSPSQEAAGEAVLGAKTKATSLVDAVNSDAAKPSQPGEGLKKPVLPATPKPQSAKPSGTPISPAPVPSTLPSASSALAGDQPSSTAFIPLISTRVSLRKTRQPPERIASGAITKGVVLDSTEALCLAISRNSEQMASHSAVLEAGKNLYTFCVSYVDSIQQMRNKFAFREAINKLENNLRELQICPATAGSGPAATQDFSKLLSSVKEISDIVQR
# Target sequence (Q13671 whole entry, looked up): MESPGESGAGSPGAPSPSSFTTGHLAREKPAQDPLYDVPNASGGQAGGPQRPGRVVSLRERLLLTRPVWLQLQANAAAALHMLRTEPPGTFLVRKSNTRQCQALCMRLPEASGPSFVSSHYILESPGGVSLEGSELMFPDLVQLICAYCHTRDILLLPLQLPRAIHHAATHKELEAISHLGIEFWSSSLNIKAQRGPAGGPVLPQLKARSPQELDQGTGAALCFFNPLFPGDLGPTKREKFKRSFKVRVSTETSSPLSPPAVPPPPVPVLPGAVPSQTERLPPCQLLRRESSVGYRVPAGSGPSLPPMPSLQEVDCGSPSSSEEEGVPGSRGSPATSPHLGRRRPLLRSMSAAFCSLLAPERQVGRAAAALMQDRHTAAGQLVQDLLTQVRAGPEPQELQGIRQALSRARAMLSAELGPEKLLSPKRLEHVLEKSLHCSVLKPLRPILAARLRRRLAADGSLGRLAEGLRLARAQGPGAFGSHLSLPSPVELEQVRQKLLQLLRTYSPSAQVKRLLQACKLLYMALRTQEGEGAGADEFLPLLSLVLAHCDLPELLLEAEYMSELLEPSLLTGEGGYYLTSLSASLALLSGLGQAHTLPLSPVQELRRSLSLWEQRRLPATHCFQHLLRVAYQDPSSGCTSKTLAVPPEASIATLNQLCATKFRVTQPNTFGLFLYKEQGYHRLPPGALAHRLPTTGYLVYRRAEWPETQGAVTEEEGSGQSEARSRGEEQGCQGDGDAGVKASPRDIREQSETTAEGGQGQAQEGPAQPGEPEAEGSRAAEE
# MT1-MMP act inh – MT1-MMP (human) activation inhibition; HT1080 RFP-PRO-GFP cells, GFP/RFP ratio fluorescence, overnight; percent of plate control window, DMSO zero; 0.061% of 360,000 active; P50281; GFP/RFP ratio change, % at 20 µM; AID 651647;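 active = GFP/RFP ratio change of at least 30% with cell ATP level not reduced by more than half and red fluorescence within 50% of control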; also: strong numbers were not always called active
#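 Material – HT1080 RFP-PRO-GFP cells · Control set – DMSO wells and RFP-L50D-GFP cells · Incubation – overnight cell settling, then overnight compound exposure, 37 °C, 5% CO2 · Compound dosing – single-point 20 µM compound, 1% DMSO · Read-out – GFP/RFP fluorescence ratio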
# FAS-TE inh – FAS thioesterase (human) inhibition; P49327; recombinant FAS-TE, OMFH fluorogenic substrate, fluorescence endpoint; inhibition, % at 15 µM; 0.67% of 360,000 active;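 active = compounds whose normalised, plate-corrected inhibition of enzyme fluorescence in the single-dose primary screen is 50% or more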;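 also: 0% = DMSO with enzyme and 100% = substrate without enzyme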
# Neddylation inh – blocks human cullin neddylation; P61081+Q13564; TR-FRET cullin neddylation, biochemical; calls only at 25 µM; 0.58% of 360,000 active; in the data active = inhibition above about 36%
# CendR NRP1 mod – modulators of CendR peptide binding to human neuropilin-1; inhibition, % at 25 µM; 0.85% of 360,000 active; O14786; FAM-RPARPAR peptide binding to NRP-1, fluorescence polarization;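 active = inhibition or corrected inhibition above about 18%, plus a signal ratio from 0.5 to 1.5, limit read from the data, passing the limit was not always enough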; also: strong numbers were not always called active
# MsrA act – activates bovine MsrA enzyme. purified bovine MsrA, absorbance read-out. activation, % at 10.6 µM. 0.3% of 360,000 active. AID 602163; in the data active = activation above about 7.5%;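 also: 0% = vehicle and 100% = reference activator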
# eLon inh – inhibitors of E. coli Lon protease. purified E. coli Lon protease, fluorescence polarization. P0A9M0. 0.42% of 360,000 active. inhibition, % at 7.94 µM; in the data active = inhibition above about 13%, passing the limit was not always enough;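 also: 0% = enzyme with probe and DMSO and 100% = no enzyme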
# * hit, by the source's call; i = inactive; nt = not tested or not shown; & = joins results of further samples. The order is random; any-hit rate near 4%.
SMILES,SKN-1 block,MLLE-PAM2 inh,Rin1 Abl inh,MT1-MMP act inh,FAS-TE inh,Neddylation inh,CendR NRP1 mod,MsrA act,eLon inh
Cc1ccc(CCCNC(=O)C2CCC(=O)N(Cc3cccc(F)c3)C2)cc1 (configuration not stated),-8.5,3.8,0.8,6.3,-8.6,i,4.7,-10.1,-7.3
COc1cc2nc(NC(=O)c3ccco3)sc(=O)c2cc1OC,5.5,0.1,-3.4,3.6,-3.0,i,-12.3,-0.7,10.5
CN1/C(=C\C(=O)CN2C(=O)NC3(CCCCCC3)C2=O)C(C)(C)c2ccccc21,57.2,-36.6,-1.0,33.7*,-4.1,i,-30.3,-8.0,-5.6
CCCCNC(=S)N1CCC(Cc2ccccc2)CC1,-12.5,-120.0,-1.3,0.7,7.3,i,14.2,1.9,-2.7
COc1ccccc1OCC(=O)Nc1ccc(S(=O)(=O)Nc2nccs2)cc1,13.0,-1.1,3.5,1.1,-5.7,i,1.5,-1.0,-0.5
O=C1CCN(Cc2ccccc2)C=C1c1ccc(Br)cc1,18.4,4.0,4.7,5.3,19.4,i,0.5,-1.3,6.7
CCC(CC)C(=O)N(C)c1c(C)nc2c(OCc3ccccc3C)cccn12,14.6,-4.5,-3.1,-2.4,1.5,i,1.1,1.3,-2.1
Cc1ccc(Sc2cc(C(=O)NCCCN(C)C)c3ccccc3n2)cc1,2.1,16.6,-0.5,-3.8,-4.2,i,-1.2,-3.5,11.5
O=C(Nc1nc2cc3c(cc2s1)OCCO3)c1cccs1,-3.2,-11.4,0.3,-1.5,6.2,nt,9.0,-5.2,6.5
O=C(c1ccc(Cl)cc1)N1CCc2ccccc21,-1.9,-6.8,-3.9,-1.0,-0.6,i,3.2,-10.5,-5.0
N#Cc1ccsc1NC(=O)CSc1ncnc2ccccc12,-3.2,-11.4,-2.9,-4.6,4.4,i,-21.4,-10.4,-10.2
Cn1ccc2c(-c3ccc(C(N)=O)cc3)cc3c(c21)C1CCC3C1 (configuration not stated),18.4,-14.9,-2.3,-1.2,15.3,nt,0.9,-3.4,0.8
COc1ccc(-n2c(=S)[nH]c3cc(C(=O)NCc4ccccc4OC)ccc3c2=O)c(OC)c1,10.9,26.8,2.4,0.6,1.6,i,8.4,-7.0,1.2
NC(=O)NC(CC(=O)OCC(=O)NC(=O)NCc1ccco1)c1ccc(Cl)cc1 (configuration not stated),-5.9,-7.9,0.7,5.7,-0.8,i,-10.2,-1.9,-11.4
CC(C)CN1CCN(Cc2ccc3ncccc3c2)CC1CCO (configuration not stated),7.2,-10.6,-3.3,-1.1,-7.6,i,0.0,1.5,1.4
Cc1ccn(C(=O)c2cc3cc(Cl)ccc3oc2=O)n1,24.7,3.9,2.0,-1.7,-5.3,i,-0.1,0.4,-5.1
CCn1cc(C(=O)N2CCN(C(=O)c3ccco3)CC2)c2cc(OC)c(OC)cc2c1=O,24.5,1.9,1.1,7.9,-5.4,i,23.6*,-1.7,-4.1
CC(=O)Nc1ccc(NC(=O)c2cc(-n3cnnc3)ccc2Cl)cc1,-4.9,-47.4,2.3,4.1,-3.5,i,12.2,-0.3,2.7
Cc1nc2ccc(-c3nc4ccccc4o3)cc2[nH]1,-28.6,0.8,2.2,5.6,-7.9,nt,-1.7,-8.1,-4.3
O=C(Cn1cc(C(F)(F)F)cc(Cl)c1=O)NCc1ccc(Cl)cc1,4.3,-0.7,-1.4,-0.9,5.3,i,13.6,-1.9,1.8
CCSc1nnc(Cn2c(=O)sc3ccccc32)n1C,10.0,1.5,-2.5,-6.5,0.1,i,-7.1,-0.9,1.2
Cc1ccc2[nH]c(=O)c(CN(CCc3ccccc3)C(c3nnnn3Cc3ccco3)C(C)C)cc2c1 (configuration not stated),5.2,-38.3,1.4,-27.4,26.4,i,-50.0,-0.1,-10.0
Cc1cc([N+](=O)[O-])nn1CC(=O)Nc1sc2c(c1C(N)=O)CCCC2,7.9,12.7,-4.6,-2.2,0.7,i,4.1,-2.0,-2.2
CCOC(=O)C(=O)Nc1ccc(Oc2ccccc2)cc1,6.6,-2.9,3.8,-1.6,9.5,i,5.3,-3.6,-13.7
CC(C)Cc1ccc(CN2CCCC(NC(=O)CCN3CCCO3)C2)cc1 (configuration not stated),8.3,11.4,0.8,2.2,-3.6,i,-2.6,-1.4,-1.9
CCCCNC(=O)Cn1c(=O)n(C)c2ccccc21,-2.5,-23.9,1.1,1.8,-8.8,i,-2.6,-10.7,-13.4
COc1cc(C(=O)N2CCCC(c3cc(C(=O)NCc4ccc(F)cc4)no3)C2)cc(OC)c1C (configuration not stated),6.1,-5.3,1.5,-1.0,8.4,i,-2.3,-0.7,4.8
O=S(=O)(/C=C/c1ccccc1)NCCc1ccccn1,-1.2,2.1,-0.6,2.6,-5.8,i,-3.9,-0.6,0.4
COc1cc2c(cc1OC)C(c1ccc(C)cc1)NC(=O)C2 (configuration not stated),13.5,6.0,4.7,1.4,-5.3,i,-5.8,-3.2,1.7
CN(CCC#N)C(=O)c1ccc(CNS(=O)(=O)c2ccc(F)cc2)cc1,19.8,8.8,1.7,-3.0,-5.1,i,6.7,-1.9,2.4
O=[N+]([O-])c1cc(S(=O)(=O)Oc2ccccc2)ccc1Cl,-1.6,-17.0,-0.3,13.1,21.2,i,10.5,-0.3,0.7
NNC(=O)CN1C(c2ccc(Cl)cc2)=Nc2ccc(Br)cc2C1c1ccccc1 (configuration not stated),-3.1,-6.4,-3.6,-4.1,11.3,i,2.3,3.2,4.6
O=C(N1CCN=C1SCc1cccnc1)C12CC3CC(CC(C3)C1)C2,15.4,12.6,-0.3,1.2,7.5,i,5.8,1.1,3.0
CN(C)c1ccc(N=Nc2ccccc2C(=O)OCC(=O)NC2CCCC2)cc1,24.1,-20.4,-10.5,2.6,20.4,i,-2.5,-1.6,-26.3
O=S1(=O)CCOC[C@H](c2ccccc2)N1Cc1ccccc1,-9.3,13.9,2.4,-2.0,1.1,i,10.3,-6.5,4.0
O=C(CSc1n[nH]c(=O)[nH]c1=O)NCC1CCCCC1,0.6,5.2,-1.4,-5.1,-10.1,i,-4.7,-9.1,-12.4
O=C(Nc1ccccc1OC(F)F)C1CC(=O)N(Cc2ccccc2)C1 (configuration not stated),10.9,0.7,6.5,0.0,-5.0,i,-1.8,-1.5,-4.2
COc1ccc2c(c1OC)c(=O)n1c3ccc(OC(C)C(=O)NCCCN4CCOCC4)cc3c3ccnc2c31 (configuration not stated),16.1,-3.7,-9.5,11.5,-4.7,nt,-2.4,-1.9,-2.6
CCOC(=O)c1[nH]c2ccc(F)cc2c1NC(=O)c1ccccc1C(=O)O,1.7,5.3,-4.0,1.9,-6.2,i,5.1,-2.4,-12.6
O=C(c1ccc(Cl)c(S(=O)(=O)N2CCCC2)c1)N1CCCCC1,18.7,7.2,6.7,-3.3,-5.9,i,16.5,-3.9,-0.7

# Quoted from the listing.
# Cn1ccc2c(-c3ccc(C(N)=O)cc3)cc3c(c21)C1CCC3C1 (configuration not stated) in MT1-MMP act inh reads -1.2
# NC(=O)NC(CC(=O)OCC(=O)NC(=O)NCc1ccco1)c1ccc(Cl)cc1 (configuration not stated) in MLLE-PAM2 inh reads -7.9
# CCOC(=O)c1[nH]c2ccc(F)cc2c1NC(=O)c1ccccc1C(=O)O in FAS-TE inh reads -6.2

# The listing picks up; the 2 compounds before the break are reprinted first.
SMILES,SKN-1 block,MLLE-PAM2 inh,Rin1 Abl inh,MT1-MMP act inh,FAS-TE inh,Neddylation inh,CendR NRP1 mod,MsrA act,eLon inh
CCOC(=O)c1[nH]c2ccc(F)cc2c1NC(=O)c1ccccc1C(=O)O,1.7,5.3,-4.0,1.9,-6.2,i,5.1,-2.4,-12.6
O=C(c1ccc(Cl)c(S(=O)(=O)N2CCCC2)c1)N1CCCCC1,18.7,7.2,6.7,-3.3,-5.9,i,16.5,-3.9,-0.7
CC1CCCC(C)N1C(=O)CSc1ccc(-c2ccc3c(c2)OCCO3)nn1 (configuration not stated),-5.8,6.0,4.1,1.5,11.5,i,6.9,-9.8,1.5
CCOC(=O)C1=C(C)NC(C)=C(C(=O)OCC)C1C(=O)OCC(=O)N1CCCCC1CC (configuration not stated),-4.3&-3.9,2.0&0.5,0.3&-0.3,-0.8&-1.3,-5.9&-2.1,i,-4.8&5.1,-3.3&0.1,-4.9&-5.4
Cc1ccc(S(=O)(=O)N2CCOCC2)cc1C(=O)NC1CCN(Cc2ccccc2)CC1,-0.4,-3.2,2.5,1.2,-2.6,i,3.2,-3.4,-7.0
C/C(=N\NC(=O)CNC(=O)C1COc2ccccc2O1)c1ccc(Cl)cc1 (configuration not stated),-9.2,6.2,-1.6,2.5,-1.0,i,10.4,-5.6,4.1
Cc1ccccc1-n1c(=O)c2ccccc2n2nnnc12,7.4,-9.9,-0.9,-1.6,3.2,i,-8.5,-4.3,-1.5
Cc1ccc(S(=O)(=O)NCc2nnc(SCC(=O)Nc3cccc(C)c3C)n2C)cc1,-11.1,-5.3,-1.9,-4.2,-6.6,i,1.3,-2.2,3.2
C(=C\c1ccccc1)/CN1CCN(C(c2nnnn2-c2ccc3c(c2)OCCO3)C2CC2)CC1 (configuration not stated),5.3,-13.9,4.5,1.3,3.8,i,2.0,-0.5,4.0
COC(=O)c1cc(N=CC2=C(O)CC(C)(C)CC2=O)cc(C(=O)OC)c1,7.1,20.0,3.3,3.7,-4.1,i,-8.3,-7.4,6.1
CC(=O)Nn1c(C)nnc1-n1nc(C)cc1C,1.7,-5.0,-1.9,-4.3,-8.6,i,9.2,4.7,-4.4
CCOc1ccccc1N=C1SCC(C)N1C(=O)C1CCN(c2ncnc3sc(C)c(C)c23)CC1 (configuration not stated),-0.5,-11.3,-13.8,-2.8,-1.6,i,-6.5,-1.7,-3.8
O=C(NCCN1CCN(c2ccccc2)CC1)C1CCCN(S(=O)(=O)c2cnc[nH]2)C1 (configuration not stated),4.0,6.9,0.7,-2.3,-11.9,i,-9.2,-1.4,-5.1
COc1ccccc1N1CCN(C(=O)CN(C)S(=O)(=O)c2ccc(C)cc2)CC1,20.9,-7.7,-2.2,-0.5,-0.1,i,-9.7,-2.1,-15.5
CCOC(=O)c1ccc(NC(=O)c2nc[nH]c2C(=O)NC[C@H](C)O)cc1,13.5,-4.7,0.3,0.4,-3.8,i,-9.0,-1.6,-7.9
COc1ccc(CC(=O)N[C@@H](C)C(=O)N2CCC3(CC2)NCCc2[nH]cnc23)cc1,4.8,15.6,1.8,2.9,-5.9,i,-7.1,-0.4,2.6
O=C(NCc1ccc(F)cc1)c1ccc(Cl)c(NC2=NC3CS(=O)(=O)CC3S2)c1 (configuration not stated),-4.6,-99.9,-1.0,3.5,-5.6,i,-3.5,1.2,-0.2
CC(SCc1ccccc1)C(=O)Nc1ccccc1-c1ccccc1 (configuration not stated),3.2,16.1,-0.7,-8.4,6.8,i,6.3,-3.1,2.1
O=c1[nH]cnc2ccc([N+](=O)[O-])cc12,-1.1,-2.1,0.6,1.0,-2.4,i,2.8,-2.7,-2.1
CCC(=O)CN(Cc1cc(OC)ccc1OC)S(=O)(=O)c1ccccc1Br,-1.0,1.1,-2.4,0.4,9.0,i,10.6,-1.1,4.1
Cc1sc2ncnc(OCC(=O)N3CCN(S(=O)(=O)c4ccc(Cl)cc4)CC3)c2c1C,-17.5,-14.0,-1.8,3.2,6.8,i,13.5,-2.3,-3.5
CCc1ccc2oc(-c3cc(N)ccc3Cl)nc2c1,13.5,-18.6,0.7,12.6,10.3,nt,5.7,-9.8,-2.2
O=C(O)c1ccc(OCCN2CCCC2=O)cc1,2.4,9.6,-1.3,-1.2,-4.1,i,4.6,-2.7,-0.2
O=C(NCc1ccc2c(c1)OCO2)c1[nH]c(C(F)(F)F)nc1-c1ccccc1,4.5,-8.4,-0.6,1.6,-6.0,i,5.8,-3.3,-1.2

# Compound activity: PubChem, several laboratories
